TCR activator: activators of T cell receptors. primary human leukocytes, anti-CD3, IL-2 HTRF, 48 h. Potency, µM (doses to about 9.22 µM), for the others: at the top dose activation of IL-2 secretion, most hits filed as activators. 330,000 tested, under 10 active. AID 504894; note: % of control where 0% means no effect
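Primary human leukocytes were stimulated with a-CD3 beads plus compounds for 48 hr without co-stimulation; secreted IL-2 was quantified by HTRF using a-IL-2-K (europium cryptate) and a-IL-2-d2, excited at 320nm with acceptor emission read at 665nm.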
p53 reactivation: re-activators of mutant p53 | AID 504706 | 320,000 compounds, 0.063% hits | H1299 p53-A138V BP100-luciferase reporter, luminescence, 24 h | Potency, µM (top dose mostly 92.2 µM), for the others: at the highest dose activity change, positive = activation, hits mostly activators; note: potency is the fitted concentration of half-maximal effect; % of control where 0% means no effect; nearly all actives have a fitted effect of over 45% in size
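p53-null H1299 cells stably carrying temperature-sensitive p53-A138V and a BP100-luciferase reporter were pinned with compounds (4-point, 1:5 series) and held 24 hrs at 37 deg C. Luminescence was read 10 min after detection reagent.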
BRCA1 expr up: BRCA1 expression activation. AID 624202. Potency, µM (highest dose often 46.1 µM), for the others: at the highest dose activation, hits mostly activators. MCF7-BRCA1-FFLuc reporter, luminescence, 48 h; response scale: scaled: vehicle 0%, 10 µM genistein 100%. 380,000 compounds, 1.1% hits; note: potency is the fitted concentration of half-maximal effect; nearly all actives have a fitted effect of over 80% in size; some results filed as inactive show a strong effect at the top dose
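Activators of BRCA1 expression were detected as increased firefly luciferase luminescence in engineered MCF7 cells after 48 h compound incubation. Signals were scaled to genistein 10 microM as full activation.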
TRPV1 ag: agonists of human vanilloid receptor 1 (TRPV1); AID 540275; 320,000 compounds, 0.19% hits; activation, % at 8.33 µM; TRPV1-expressing cells, Fluo-8 calcium influx, agonist mode; in the data active = activation above about 80%; inconclusive = between about 30% and that limit; note: 0% is about no effect
Target sequence (Q8NER1 whole entry, looked up): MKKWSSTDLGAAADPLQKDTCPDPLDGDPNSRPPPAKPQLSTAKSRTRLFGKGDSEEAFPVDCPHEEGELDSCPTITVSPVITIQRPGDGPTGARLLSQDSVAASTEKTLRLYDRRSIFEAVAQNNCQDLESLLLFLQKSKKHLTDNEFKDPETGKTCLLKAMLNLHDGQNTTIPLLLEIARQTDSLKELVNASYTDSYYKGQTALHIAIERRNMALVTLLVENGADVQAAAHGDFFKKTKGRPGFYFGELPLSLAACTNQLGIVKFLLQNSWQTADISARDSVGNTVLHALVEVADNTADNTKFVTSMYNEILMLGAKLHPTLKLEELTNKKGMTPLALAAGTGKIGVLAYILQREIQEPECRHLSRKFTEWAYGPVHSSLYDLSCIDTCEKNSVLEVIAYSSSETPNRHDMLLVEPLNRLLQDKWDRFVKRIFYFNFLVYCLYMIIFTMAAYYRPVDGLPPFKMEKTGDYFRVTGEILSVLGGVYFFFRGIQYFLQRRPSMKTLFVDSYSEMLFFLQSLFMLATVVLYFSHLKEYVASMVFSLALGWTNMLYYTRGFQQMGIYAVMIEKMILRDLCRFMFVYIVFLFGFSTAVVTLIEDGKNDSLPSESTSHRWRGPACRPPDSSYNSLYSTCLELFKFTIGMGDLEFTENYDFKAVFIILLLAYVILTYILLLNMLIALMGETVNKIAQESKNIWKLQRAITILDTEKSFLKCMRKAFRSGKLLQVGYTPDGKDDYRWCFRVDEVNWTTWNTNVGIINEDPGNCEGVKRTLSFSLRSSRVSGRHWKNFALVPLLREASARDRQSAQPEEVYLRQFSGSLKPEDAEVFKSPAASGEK
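Fluo-8 calcium influx in TRPV1-expressing cells, kinetic read (ex 480/em 520 nm). Compound added and read 3 min for agonist activity, followed by capsaicin at EC20 final and 2 min further read for enhancement.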
A-T KAP1 phos: potential ataxia-telangiectasia treatments restoring KAP-1 phosphorylation. […] A-T fibroblasts, KAP-1 phosphorylation AlphaLISA; neocarzinostatin DNA damage 30 min before lysis. Potency, µM (titrated, usually from 57.5 µM), for inactives: top-dose activation, actives largely listed as activators. 320,000 compounds, 0.19% hits. AID 485349; note: potency is the fitted concentration of half-maximal effect; % of control where 0% means no effect; nearly all actives have a fitted effect of over 45% in size
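hTERT-immortalized A-T patient fibroblasts ([…]), 500 cells/well in OPTI-MEM, 1% FBS, got compounds for 60 min, then NCS for 30 min at 37C. Lysates were then assayed for phospho-KAP-1 by AlphaLISA (anti-pKAP1 donor, anti-KAP1 acceptor beads), 6 hr at 25C.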
B2AR arrestin: agonists driving beta-arrestin recruitment to human beta2-adrenergic receptor; beta-arrestin recruitment to beta2AR, cell-based reporter; Potency, µM (titrated, usually from 46.1 µM), for inactives: at the highest dose activation, hits mostly activators; 330,000 compounds, 0.02% hits; AID 492947;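 note: potency is the fitted concentration of half-maximal effect; 0% = DMSO controls and full agonism = EC100 isoproterenol or metaproterenol; nearly all actives have a fitted effect of over 65% in size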
MLL CXXC-DNA inh: MLL CXXC-DNA interaction inhibition | Q03164 | MLL-CXXC / FITC-HOXA9 DNA fluorescence polarization | AID 2662 | Potency, µM (top dose mostly 115 µM), inactives show at the highest dose activity change, negative = inhibition, most hits filed as inhibitors | 290,000 compounds, 0.037% hits; active = well fitted inhibition curve with a large enough effect in the polarisation, with a control signal flat, not every such curve was filed as active; inconclusive = small, poorly fitted or top-dose-only effect, or effect the other way, or a change in a side signal; inactive = no such curve, though single readings can be large or run the other way; the % refers to the polarisation; note: potency is the fitted concentration of half-maximal effect
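Steps: dispense CXXC domain solution (7 uM) → pin compounds or unlabeled HOX-A9 DNA control → 5 min ambient → add FLSN-HOX-A9 solution (50 nM) → spin → 30 min ambient → fluorescence polarization. Tris pH 7.5/NaCl/DTT/BSA buffer.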
PTAP TSG101 blk: blocks PTAP/TSG101 interaction to inhibit HIV-1 budding | Q99816 | Fluorescence polarization, FITC-PTAP peptide / Tsg101 binding | Potency, µM (titrated, usually from 115 µM), without a hit: at the top dose activity change, negative = inhibition, usual class: inhibitors | 340,000 tested, under 10 active; active = well fitted inhibition curve with a large enough effect in the main read-out, with a control signal flat, not every such curve was filed as active; inconclusive = small, poorly fitted or top-dose-only effect, or effect the other way, or a change in a side signal; inactive = no such curve, though single readings can be large or run the other way; note: potency is the fitted concentration of half-maximal effect; % of control where 0% means no effect
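Compounds were pin-transferred onto Tsg101 binding domain (10 uM final) in HEPES pH 7.5 buffer, then FITC-PTAP peptide was added at 50 nM final. After 20 min at RT, polarization reported peptide displacement across a qHTS concentration series.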
ELG1 repair inh: inhibitors of ELG1-dependent DNA repair in HEK293T cells; 330,000 compounds, 2.3% hits; Potency, µM (highest dose often 46.1 µM), for inactives: at the top dose activity change, negative = inhibition, most hits filed as inhibitors; AID 504467; HEK293T ELG1-luciferase reporter, luminescence, 16 h; DNA damage induced by 5-fluorouridine; note: potency is the fitted concentration of half-maximal effect; % is set by controls: 0 for no effect and ±100 for the full control effect; nearly all actives have a fitted effect of over 55% in size
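Quantitative HTS, concentration-response format. 2,000 cells/well co-treated with 5-fluorouridine and compound, 16 hr in 5% CO2 at 37 °C; ONE-Glo luminescence read after 30 min.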
a7 integrin act: activates integrin-mediated alleviation for muscular dystrophy; Potency, µM (titrated, usually from 38.3 µM), for the others: top-dose activation, usual class: activators; AID 624291; 350,000 compounds, 0.064% hits; alpha7betagal myoblasts, beta-gal FDG fluorescence, 48 h;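 note: potency is the fitted concentration of half-maximal effect; 100% = response of the positive control SU9516; nearly all actives have a fitted effect of over 60% in size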
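Alpha7betagal+/- myoblasts (passage 13) were plated 16-24 hr, then exposed to compounds (1:260 dilution of DMSO stock) for 48 hours at 37C. After MPER lysis, β-galactosidase reporter activity was read as FDG fluorescence (ex 480/em 540) after 30 minutes.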
* hit, by the source's call; ? = inconclusive; · = not tested or not shown; & = joins results of further samples; [ ] = another dose, or the depositor's remark. Unless noted, calls come from the whole dose curve; as a rule, active = well fitted curve in the direction sought with a large enough effect; inconclusive = small, poorly fitted or top-dose-only effect, or another doubt; inactive = no such curve, though single readings can be large; an effect the other way counts as inactive or inconclusive.

SMILES	TCR activator	p53 reactivation	BRCA1 expr up	TRPV1 ag	A-T KAP1 phos	B2AR arrestin	MLL CXXC-DNA inh	PTAP TSG101 blk	ELG1 repair inh	a7 integrin act
COC(=O)c1ccc2c(c1)N(Cc1ccccc1F)C(=O)c1ccccc1S2=O (stereo not given)	0%[46.1 µM]	-7%	-4%	-6	4%	13%	7%	-1%	-13%	23%
CCCCc1cc(=O)oc2c(CN3CCN(C)CC3)c(O)ccc12	-3%	-4%	16%	-2	43%	0.1%	-16%	-4%	-2%	23%
COc1cccc(C(=O)NNC2=C(C(=O)C(F)(F)F)CCC2)c1	1%	29%	12%	-2	-12%	0.4%	41%	-1%	?	7%
CSc1nncc(/C(C)=N\Nc2ccccc2C)n1	1%	-3%	-41%	14	-2%	0.2%	-2%	-5%	10%	-15%
CCOC(=O)N1CCN(S(=O)(=O)c2ccc(C(=O)NNc3nc4c(C)cc(C)cc4s3)cc2)CC1	-5%	?	-78%	-1	19%	-0.8%	-12%	-4%	?	-34%
CC(C)c1ccc(NS(=O)(=O)c2cn(C)c(=O)n(C)c2=O)cc1	2%	14%	1%	-3	-2%	0.2%	-1%	-3%	1%	14%
Cn1c(NC(=O)c2ccccc2)c(-c2cccs2)c(=O)c2ccccc21	-8%	-5%	-2%	2	4%	0.1%	2%	0%	-2%	22%
CCn1c(=O)n(CC)c2cc(S(=O)(=O)N3CCOCC3)ccc21	3%	-3%	-1%	2	7%	-0.1%	2%	-11%	3%	-6%
Cc1cccc(NC(=O)CCS(=O)(=O)c2ccc3c(c2)oc(=O)n3C)c1	-3%	-1%	2%	1	8%	-0.6%	6%	-2%	-2%	19%
COCCN(C(=O)COC(=O)c1cccc2ccccc12)c1c(N)n(Cc2ccccc2)c(=O)[nH]c1=O	-3%	·	-10%	-2	1%	-0.2%	-5%	·	-12%	-20%
O=C(CSc1nc2ccccc2c(=O)n1CC1CCCO1)NCC1CCCO1 (stereo not given)	-1%	-2%	-17%	0	0%	-0.2%	-1%	-11%	-7%	1%
OCCN1CCOCCOCCN(CCO)CCN(CCO)CC1	-15%	-16%	-4%	-14	10%	-0.2%	-2%	-4%	22%	9%
O=C(Cc1ccccc1)NNC(=O)C1CC=CCC1 (stereo not given)	-6%	11%	20%	0	9%	-0.5%	9%	-4%	25%	43%
O=C(NCc1cc2ccccc2[nH]1)c1ccccc1F	·	?	74%	-6	-3%	-0.9%	2%	2%	?	22%
Cc1[nH]c2ccc(C(=O)OCC(=O)NC3(C#N)CCCCC3)cc2c1C	5%	12%	-8%	0	-1%	-1.0%	·	-7%	13%	5%
CCc1nnc(NC(=O)CCN2C(=O)CCC2=O)s1	2%	5%	-2%	2	3%	-0.3%	6%	-6%	1%	4%
Cc1ccc(N2CCN(S(=O)(=O)N3CCCCC3)CC2)cc1Cl	0%[46.1 µM]	1%	1%	28	10%	-0.5%	4%	-2%	-10%	-8%
Cc1csc(CNc2ncnc3ccc(-c4ccccc4Cl)cc23)c1	5%	-1%	-2%	·	-1%&-7%	0.1%&0.5%	·	3%	-8%	·
CCOc1ccc(-c2nc(CSCC(=O)N3CCN(c4cccc(OC)c4)CC3)c(C)o2)cc1	1%	-3%	-29%	·	-42%[inhibitor]	0.5%	3%	-2%	?	2%
COc1ccc2[nH]c(=O)c(CN(CCO)C(=O)c3cccs3)cc2c1	-3%	-7%	7%	2	-6%	0.3%	-6%	-12%	11%	20%
Cc1ccc(S(=O)(=O)NC(=O)N2CCN(Cc3c(F)cccc3Cl)CC2)cc1	-5%	-5%	9%	2	-5%	-0.9%	5%	1%	17%	-1%
COc1cc(/C=N/NC(=O)c2cccc([N+](=O)[O-])c2)ccc1O	-2%	3%	-21%	4	1%	-0.4%	3%	-2%	-3%	0%
COc1ccccc1N1CCSC1C(N)=O (stereo not given)	0%	11%	0%	1	-4%	0.3%	-18%	-3%	-4%	-21%
CCN(CC)S(=O)(=O)c1ccc(NC(=O)c2cccc3c2C(=O)N(CCOC)C3)cc1	-1%[46.1 µM]	?	-16%	-3	9%	-0.6%	10%	1%	-2%	8%
O=C1[C@@H]2Cc3ccccc3CN2C(=O)N1c1cccc(F)c1	1%	11%	46%	-1	8%	-0.3%	-1%	-1%	?	6%
Cc1ccc(N(C)C(=O)CCS(=O)(=O)c2cc3c(cc2Cl)NC(=O)CO3)cc1	4%	1%	-4%&-7%	?	-5%	-0.5%	·	0%	13%	-11%
O=C(Oc1ccc2ccc(=O)oc2c1)c1ccccc1	-4%	?	0%	-1	2%	-1.0%	154%[activator]	-3%	1%	-25%
COc1cccc(NC(=O)c2nn(C)c(C(=O)Nc3cccc(OC)c3)c2[N+](=O)[O-])c1	·	-5%	-12%	?	3%	-0.4%	3%	-3%	-17%	11%
CCOc1ccccc1NC(=O)C1CCN(S(=O)(=O)c2c(C)nn(C)c2C)CC1	0%	-2%	-15%	-1	4%	0.3%	5%	1%	0%	10%
CCCCCC(=O)Nc1ccc2oc(-c3cccnc3)nc2c1	0%	6%	?	3	3%	-0.4%	-5%	-2%	25%	-16%
CCOCCCNCC(=O)NC1(C)C2CCC(C2)C1(C)C (stereo not given)	-4%	3%	-6%	3	-2%	-0.1%	2%	-3%	-3%	-5%
CC(C)Nc1nc2c(c(=O)n(C)c(=O)n2C)n1C	-6%	3%	-19%	1	4%	0.2%	14%	0%	-3%	8%
O=C(CSc1nc2nc[nH]c2c(=O)[nH]1)NC1CCCCC1	-1%	-3%	4%	1	-1%	0.0%	5%	0%	1%	-5%
CCOC(=O)c1c(C)c(C(=O)NC2CCCCC2)c(C)n1CC	·	5%	3%	12	6%	0.1%	-7%	-8%	?	1%
Cc1nc(NC(=O)c2ccc(F)cc2)nc2cc3c(cc12)OCO3	·	16%	0%	-3	2%	0.3%	-7%	-10%	?	5%
COc1cc2c(C(F)(F)F)c(-c3ccsc3)oc(=O)c2cc1OC	-5%	10%	8%	·	19%	-0.9%	·	1%	-22%	12%
O=C(Nn1cnnc1)c1ccc(F)cc1	-7%	1%	-2%	0	-7%	-0.2%	1%	-12%	-1%	-18%
CN(CC(=O)Nc1ccc(F)cc1)C(=O)C1CCN(S(=O)(=O)c2ccc3c(c2)OCCO3)CC1	-5%	-7%	-4%	-1	-5%	-0.3%	·	2%	-14%	15%
COC(=O)c1cc(C(=O)OCC(=O)NC(=O)NCc2ccccc2)cc([N+](=O)[O-])c1	-3%	-4%	4%	-4	-1%	0.0%	·	-6%	15%	29%
O=C(Nc1ccc([N+](=O)[O-])cc1)C1CC12CCC2 (stereo not given)	7%	-1%	62%	9	0%	0.3%	4%	1%	18%	3%
COCc1c(C)cc(C)c(/C=N/O)c1C	·	-5%	-14%	-5	1%	-0.3%	-3%	-4%	2%	0%
Cc1ccn2c(-c3csc(NCc4ccco4)n3)c(C)nc2c1	2%	3%	-59%	25	4%	5.4%	6%	-3%	?	-44%
COc1ccc2c(Cl)c(C(=O)N/N=C/c3c(C)[nH]c4ccccc34)sc2c1	-1%[46.1 µM]	13%	-71%	-1	-1%	8.2%	34%[activator]	14%	23µM*	-14%
O=C(Nc1ccccc1C(=O)NC(Cc1ccccc1)C(=O)O)c1ccco1 (stereo not given)	1%	1%	1%	-1	-5%	-1.0%	2%	-4%	4%	22%
CN(C)CCNC(=S)Nc1ccc(Cl)cc1	5%	-2%	12%	-1	-7%	-0.1%	1%	0%	18%	5%
Cc1ccc(-n2cccc2/C=C2\C(=N)N3N=C(C(C)C)SC3=NC2=O)cc1	3%	1%	-41%	-1	-8%	-0.6%	-6%	-3%	?	10%
CC(C)Cn1c(CN2CCN(c3ccccc3F)CC2)nc2c1c(=O)[nH]c(=O)n2C	-11%[46.1 µM]	10%	-8%	0	-1%	-1.0%	-2%	-4%	?	-1%
O=C(Nc1ccccc1)c1csc(-c2ccccc2)n1	3%	28%	-40%	85*	16%	-0.1%	-5%	-6%	?	15%
Cc1cccc(OCC(=O)NCC(=O)N/N=C/c2cccnc2)c1	0%	-1%	-22%	-4	-4%	-0.2%	11%	-1%	6%	13%
O=C(NC(=S)Nc1cccnc1)c1ccccc1	1%	27%	62%	8	-4%	0.2%	-1%	-6%	?	24%

Complete entries, quoted from the list:
Shown for `O=C(NC(=S)Nc1cccnc1)c1ccccc1` → TCR activator = 1%; p53 reactivation = 27%; BRCA1 expr up = 62%; TRPV1 ag = 8; A-T KAP1 phos = -4%; B2AR arrestin = 0.2%; MLL CXXC-DNA inh = -1%; PTAP TSG101 blk = -6%; ELG1 repair inh = ?; a7 integrin act = 24%
Shown for `CC(C)Cn1c(CN2CCN(c3ccccc3F)CC2)nc2c1c(=O)[nH]c(=O)n2C` → TCR activator = -11%[46.1 µM]; p53 reactivation = 10%; BRCA1 expr up = -8%; TRPV1 ag = 0; A-T KAP1 phos = -1%; B2AR arrestin = -1.0%; MLL CXXC-DNA inh = -2%; PTAP TSG101 blk = -4%; ELG1 repair inh = ?; a7 integrin act = -1%
